# TGFb SMAD3 inh: qHTS for Inhibitors of TGF-b | AID 588855, 2011 | Potency, µM (top dose mostly 46.1 µM), for the others: top-dose activity, negative = inhibition, hits mostly inhibitors | hit rate 1.2% among 410,000 | HepG2 CAGA-GFP TGF-b/SMAD3 reporter, GFP fluorescence, 18 h; TGF-beta stimulated, 500 pg/mL final; note: % is set by controls: 0 for no effect and ±100 for the full control effect; nearly all actives have a fitted effect of over 65% in size
#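 Inhibition was scored as loss of TGF-beta-induced (500 pg/mL final, 18 hours, 37 degrees C) GFP in HEPG2 cells carrying a CAGA-GFP reporter, in DMEM with 1% FBS. Well GFP was summed per cell; Activity was normalised to unstimulated and stimulated DMSO wells, then concentration-response fitting.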
# Nrf2 activator: qHTS of Nrf2 Activators; AREc32 ARE-luciferase reporter (MCF7-derived line), luminescence, 24 h; Potency, µM (highest dose often 46.1 µM), inactives show at the top dose activation, most hits filed as activators; hit rate 0.31% among 410,000; note: % of control where 0% means no effect; nearly all actives have a fitted effect of over 65% in size
#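 ARE activation measured as luciferase luminescence (Steady-Glo, 30 min RT) in AREc32_Fluc cells after 24 hr compound exposure at 37 deg C, 5% CO2; cells seeded overnight at 1000/well in OPTI-MEM, 5% FBS.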
# S2 tox: Viability Counterscreen for Primary qHTS for Inhibitors of ATXN expression | S2 cells (HEK-293 line with an ATXN2-luciferase reporter) viability, CellTiter-Fluor protease fluorescence, 24 h | Potency, µM (titrated, usually from 56.7 µM), most hits filed as cytotoxic | hit rate 0.49% among 400,000 | AID 651635, 2014; note: nearly all actives have a fitted effect of over 40% in size
# HepG2 viability: qHTS for Inhibitors of TGF-b: Cytotox Counterscreen | HepG2 CAGA-GFP viability, ATP luminescence, 18 h | Potency, µM (doses to about 46.1 µM), for the others: at the highest dose activity change, negative = cytotoxicity, actives largely listed as cytotoxic | hit rate 0.76% among 410,000; note: some results filed as inactive show a strong effect at the top dose
#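 CellTiter-Glo luminescence gave cytotoxicity after 18 hours at 37 degrees C. The cells were HepG2 CAGA-GFP in 1% FBS DMEM, stimulated with 500 pg/mL TGF-beta after compound addition. %Activity was normalised to no-cell wells (complete cell-killing) and DMSO (no toxicity), and curves were fitted and classified.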
# MCF10A rereplic: A quantitative high throughput screen for small molecules that induce DNA re-replication in MCF 10a normal breast cells; MCF 10A DNA re-replication, Hoechst nuclear intensity, 48 h; Potency, µM (top dose mostly 46.1 µM), for inactives: at the highest dose activity, positive = re-replication, usual class: activators; hit rate 2.9% among 350,000; note: % of control where 0% means no effect; nearly all actives have a fitted effect of over 50% in size
# Nrf2 block: Nrf2 qHTS screen for inhibitors; A549 ARE-Fluc reporter, luciferase luminescence, 18-24 h; Potency, µM (titrated, usually from 46 µM), for inactives: at the highest dose activity change, negative = inhibition, usual class: inhibitors; hit rate 2.1% among 360,000; AID 504444, 2011; note: % is set by controls: 0 for no effect and ±100 for the full control effect; nearly all actives have a fitted effect of over 60% in size
#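 Nrf2 activity is the BugLite luminescence, read 15 min after reagent at room temperature, following CellTiter-Fluor cytotoxicity readout (30 min, 37C). Compound titrations were applied for 18-24 h to 5000 A549 ARE_Fluc cells/well in 5% FBS OPTI-MEM.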
# ATXN2 expr inh: Primary qHTS for Inhibitors of ATXN expression. HEK-293 ATXN2-luciferase reporter, luminescence, 24 h. Potency, µM (titrated, usually from 57 µM), for inactives: top-dose activity change, negative = inhibition, actives largely listed as inhibitors. hit rate 0.72% among 360,000; note: % is set by controls: 0 for no effect and ±100 for the full control effect; nearly all actives have a fitted effect of over 55% in size
#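 ATXN2-luciferase reporter cells (luciferase flanked by upstream and downstream ATXN2 gene portions) were treated 24 h at 37 °C with compounds at up to 57 uM. SteadyGlo luminescence gave expression; GF-AFC fluorescence gave viability.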
# EPAC2 antag: qHTS for Antagonist of cAMP-regulated guanine nucleotide exchange factor 2 (EPAC2): primary screen; EPAC2 GEF exchange of Rap1B-BODIPY-GDP, fluorescence; Rap guanine nucleotide exchange factor 4 (Homo sapiens), Q8WZA2; Potency, µM (doses to about 114 µM), without a hit: top-dose activity, negative = inhibition, usual class: inhibitors; hit rate 0.18% among 360,000; note: % is set by controls: 0 for no effect and ±100 for the full control effect; nearly all actives have a fitted effect of over 45% in size; many of its hits are not listed in these tables
# Target sequence (Q8WZA2 whole entry, looked up): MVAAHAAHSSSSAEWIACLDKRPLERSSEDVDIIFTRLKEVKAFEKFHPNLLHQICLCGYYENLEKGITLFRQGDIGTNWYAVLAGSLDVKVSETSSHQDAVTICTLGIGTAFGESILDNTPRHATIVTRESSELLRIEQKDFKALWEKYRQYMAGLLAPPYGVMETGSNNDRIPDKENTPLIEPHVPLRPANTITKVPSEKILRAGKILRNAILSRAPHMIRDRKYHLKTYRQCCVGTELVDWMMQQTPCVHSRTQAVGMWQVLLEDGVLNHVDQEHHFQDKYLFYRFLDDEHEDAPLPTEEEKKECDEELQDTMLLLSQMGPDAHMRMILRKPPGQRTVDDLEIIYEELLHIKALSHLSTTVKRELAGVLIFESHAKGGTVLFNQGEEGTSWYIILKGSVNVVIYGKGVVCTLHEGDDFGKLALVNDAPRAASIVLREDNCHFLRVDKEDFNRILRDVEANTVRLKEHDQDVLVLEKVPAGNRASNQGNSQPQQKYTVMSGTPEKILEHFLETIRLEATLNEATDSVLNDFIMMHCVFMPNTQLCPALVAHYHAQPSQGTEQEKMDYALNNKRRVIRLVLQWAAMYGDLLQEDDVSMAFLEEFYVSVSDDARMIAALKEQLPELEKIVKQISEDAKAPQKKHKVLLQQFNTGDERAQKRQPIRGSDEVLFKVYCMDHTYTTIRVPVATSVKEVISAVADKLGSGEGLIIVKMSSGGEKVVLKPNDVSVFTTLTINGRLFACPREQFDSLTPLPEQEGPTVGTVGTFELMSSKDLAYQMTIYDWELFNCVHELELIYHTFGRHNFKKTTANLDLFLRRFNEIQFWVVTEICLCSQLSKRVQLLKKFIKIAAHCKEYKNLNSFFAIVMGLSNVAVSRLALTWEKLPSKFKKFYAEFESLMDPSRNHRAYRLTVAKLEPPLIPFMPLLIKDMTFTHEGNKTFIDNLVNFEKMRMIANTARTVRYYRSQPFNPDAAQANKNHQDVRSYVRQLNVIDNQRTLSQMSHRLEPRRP
# A549 viability: Nrf2 qHTS screen for inhibitors: counterscreen for cytotoxicity; AID 504648, 2011; A549 ARE-Fluc cells, CellTiter-Fluor viability, 18-24 h; hit rate 0.16% among 390,000; Potency, µM (top dose mostly 46 µM), for inactives: at the top dose activity change, negative = cytotoxicity, hits mostly inhibitors; note: % is set by controls: 0 for no effect and ±100 for the full control effect
#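 A549 ARE_Fluc cells in 5% FBS OPTI-MEM were exposed to compounds in concentration-response for 18-24 h at 37 deg C. Viability was read by CellTiter-Fluor fluorescence (Ex 405/Em 525) after 30 min, before the luciferase read.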
# * = called active by the depositor; i = inactive; ? = inconclusive; . = not tested or not shown; & = joins results of further samples; [ ] = another dose, or the depositor's remark. Calls come from the whole dose curve; as a rule, active = well fitted curve in the direction sought with a large enough effect; inconclusive = small, poorly fitted or top-dose-only effect, or another doubt; inactive = no such curve, though single readings can be large; an effect the other way counts as inactive or inconclusive. Potency is the fitted concentration of half-maximal effect.
SMILES,TGFb SMAD3 inh,Nrf2 activator,S2 tox,HepG2 viability,MCF10A rereplic,Nrf2 block,ATXN2 expr inh,EPAC2 antag,A549 viability
COc1ccc(CNC(=O)c2ccc3c(c2)nc2n3CCOC2)c(OC)c1,-28.8%,1.2%,.,-6.9%,.,.,.,.,-11.8%
Cc1ccc(Oc2nc(CN3CCOCC3)nc3sc4c(c23)CCC(C)C4)cc1C (configuration not stated),6.3%,-0.1%,?,6.9%,?,?,1.0%,-6.6%,-5.7%
COc1ccc(C2=NN(C(=O)CCC(=O)O)C(c3cccs3)C2)cc1OC (configuration not stated),?,2.5%,i,-9.4%,-6.3%,4.3%,0.2%,2.0%,-1.2%
O=C(CCC(=O)N1CCSc2ccccc21)Nc1ccc(F)cc1,-0.8%,-0.6%,i,-8.4%,0.6%,10.1%,2.4%,0.6%,1.7%
COCCN(C(=S)Nc1c(C)cc(C)cc1C)C(C)c1cccnc1 (configuration not stated),-1.6%,-0.7%,?,11.9%,-2.2%,-8.5%,3.2%,7.8%,-2.6%
CCOC(=O)c1ccc(NC(=O)c2c(C)oc3nc(C)nc(N4CCCC4)c23)cc1,-5.6%,-0.7%,.,-1.8%,.,24.3%,.,.,-3.9%
O=C(COC(=O)c1cccs1)NCC1CCCCC1,?,-0.6%,i,0.9%,17.5%,-4.3%,2.7%,-0.1%,-0.1%
O=C(CCNC(=O)c1ccc(Cl)cc1)NC1CCCCCC1,-23.5%,0.4%,i,-8.2%,?,13.9%,7.9%,-1.8%,-3.3%
Cc1ccc(S(=O)(=O)N2CCN(S(=O)(=O)c3ccc4c(c3)OCCO4)CC2)cc1,0.7%&11.4%,0.0%,i,10.4%&-57.9%,-14.8%,7.5%&10.5%&12.5%,-4.9%,-1.2%,0.3%&2.2%&-1.4%
Cc1ccc2nc(NC(=O)C3CCCN3C(=O)OC(C)(C)C)sc2c1 (configuration not stated),3.8%,0.5%,i,2.0%,-4.9%,?,23.9%,-7.0%,-1.9%
Cc1ccccc1NC(=O)c1sc2nc3n(c(=O)c2c1C)N=C(c1ccccc1)CS3,-7.8%,3.3%,.,-13.3%,.,-20.6%,.,.,5.9%
Cc1ccoc1C(=O)Nc1ccc2ccccc2c1,9.2%,0.0%,i,-46.1%,2.0%,?,?,-8.2%,1.5%
COc1cccc(/C=C2\SC(=O)N(CCC(=O)NC3CCS(=O)(=O)C3)C2=O)c1 (configuration not stated),-2.8%,3.1%,i,1.8%,-0.4%,1.2%,25.7%,1.0%,1.2%
O=C(C1=C[C@@H](c2ccc(Br)cc2)C[C@@H](OCCCCO)O1)N1CCN(Cc2ccc3c(c2)OCO3)CC1,-13.9%,6.6%,?,-25.3%,14.7%,-21.6%,?,-23.6%,-1.4%
CCCCN1C(=O)c2[nH]nc(-c3ccccc3O)c2C1c1cc(Br)c(O)c(OC)c1 (configuration not stated),-43.2%,5.1%,.,-30.7%,.,11.4%,.,.,0.4%
N#CC/C(N)=N/Nc1nc2ccccc2nc1Cc1ccccc1,-4.6%,0.6%,i,-7.5%,0.9%,6.5%,-5.1%,4.8%,1.3%
COc1ccc(CCNC(=O)C(=O)Nc2ccc3nc4n(c(=O)c3c2)CCCCC4)cc1OC,4.8%,-0.2%,i,-20.0%,16.9%,-12.1%,0.1%,5.0%,-8.1%
COc1ccccc1CN1CCCC(C(=O)N2CCCCC2)C1 (configuration not stated),-36.4%,-0.3%,i,-5.0%,-16.0%,-9.4%,-7.8%,3.1%,2.6%
CCOC(=O)C1[C@H]2C(=O)N(C(C)c3ccc(OC)cc3)C[C@]23C=C[C@H]1O3 (some centres not stated),-10.6%,-0.6%,i,-10.8%,1.8%,.,1.3%,4.0%,3.6%
CCn1nccc1C(=O)Nc1ccc(S(=O)(=O)NC23CC4CC(CC(C4)C2)C3)cc1,?,3.1%,i,-39.8%,-2.2%,?,-24.6%,-21.2%,-28.8%
CCOc1ccc(CCNC(=O)CSC(=S)N2CCCC2)cc1OCC,7.3%,-0.4%,i,-42.2%,5.4%,1.8%,3.1%,-14.0%,-0.3%
CCOC(=O)c1[nH]c(COC(=O)CCCOc2ccccc2)c(C(=O)OCC)c1C,3.6%,-0.4%,?,3.2%,20.5%,6.7%,2.6%,-0.4%,-5.5%
CCCO/N=C1/C(=O)N(c2ccccc2)c2ccccc21,-3.9%,0.2%,i,-11.6%,?,-11.4%,0.5%,-8.0%,-2.9%
O=C(CSc1nnnn1-c1ccc(F)cc1F)Nc1ccccc1F,-2.2%,-1.0%,?,-8.1%,1.5%,2.0%,1.6%,9.2%,-0.4%
Cn1c(C(=O)O)c(S(=O)(=O)c2ccc(Cl)cc2)c2ccccc21,0.8%,-0.1%,i,12.9%,-0.1%,6.2%,-9.4%,3.1%,1.2%
# Further records.
SMILES,TGFb SMAD3 inh,Nrf2 activator,S2 tox,HepG2 viability,MCF10A rereplic,Nrf2 block,ATXN2 expr inh,EPAC2 antag,A549 viability
NS(=O)(=O)c1ccc(NC(=O)CCCCCN2C(=O)c3ccccc3C2=O)cc1,0.9%,0.6%,i,-5.5%,1.4%,2.2%,4.9%,11.2%,-0.1%
NC(=O)NCCC1=CCCCC1,7.1%,0.2%,i,-13.4%,4.4%,1.2%,5.1%,-1.7%,4.3%
O=C(Nc1nnc(S(=O)(=O)N2CCCc3ccccc32)s1)c1ccc(Cl)cc1,?,8.5%,i,-41.0%,.,-2.7%,-3.9%,.,-7.7%
COc1cc(C(=O)NC(CCSC)C(=O)OCC(=O)NC(=O)C2CCCCC2)cc(OC)c1OC (configuration not stated),15.8%,-1.0%,?,-0.2%,-3.0%,?,.,-8.3%,8.9%
CCCOc1ccc(C2C(=O)N(C3CCCCCC3)CC(=O)N2CCCOCC)cc1OC (configuration not stated),-1.7%,0.1%,.,-16.8%,.,.,.,.,-2.4%
COc1ccc2c(c1)c(CC(=O)Nc1cc(C)cc(C)c1)c(C)n2C(=O)c1ccc(Cl)cc1,-0.9%,-0.8%,i,5.6%,.,-13.2%,7.1%,.,-3.8%
CC(CC(=O)NCc1ccc(Cl)cc1)CC1=NS(=O)(=O)c2ccccc2N1 (configuration not stated),?,-0.9%,i,-17.0%,.,.,-4.6%,.,4.1%
CC(=O)NCCSc1ccc(S(=O)(=O)N2CCCC2)cn1,2.3%,0.4%,i,-0.1%,-1.2%,-0.6%,.,-4.8%,-1.0%
COc1ccc(NC(=O)CN(c2ccccc2C)S(C)(=O)=O)c(OC)c1,19.5%,-0.5%,i,41.7%,3.3%,-11.7%,?,-7.2%,0.1%
O=C(Cc1ccc(F)cc1)N/N=C/c1ccc(-c2ccc(Cl)c(C(=O)O)c2)o1,-12.6%,-1.1%,i,-5.1%,?,-6.6%,.,6.1%,0.1%
OC(c1ccccc1)(c1ccccc1)c1nccc2ccccc12,3.2%,-0.6%,i,4.9%,9.6%,?,11.7%,?,-11.8%
O=[N+]([O-])c1cccc(-c2cn3nc(-c4ccccc4)c(-c4ccccc4)nc3n2)c1,2.2%,-0.5%,i,4.4%,?,-29.3%,.,11.9%,9.7%
Cc1ccc(-n2nc(CO)c(C(=O)NCCCCc3ccccc3)n2)cc1C,0.0%,-0.6%,.,-11.6%,.,14.2%,.,.,7.3%
CCOC(=O)C1=C(O)CSC1=Nc1ccc(C)cc1,-0.7%,-0.1%,i,-1.2%,-7.4%,-4.1%,9.1%,3.7%,-10.8%
O=C(O)C1C2CC2CN1C(=O)c1ccc(Cl)cc1Cl (configuration not stated),3.7%,-0.7%,i,1.8%,-1.4%,5.5%,3.3%,14.7%,5.7%
COc1cccc(CC(=O)Nc2ccccc2C(=O)N2CCOCC2)c1,?,-0.6%,i,-21.6%,-2.2%,3.5%,-20.1%,4.0%,1.7%
COc1cc(NC(=S)NCCCN(C)C)c(OC)cc1NC(=O)c1ccco1,3.1%,0.1%,i,18.0%,-8.2%,5.6%,3.3%,10.0%,7.5%
CCCCN1CCNC[C@@H]1Cc1ccc(O)cc1,0.0%,5.8%,i,-10.6%,1.6%,15.7%,-9.6%,10.6%,3.2%
COc1ccc(/C=C2/C(=O)N(c3c(F)c(F)c(F)c(F)c3F)N=C2C)cc1,?,-0.5%,i,-39.6%,-1.8%,5.5%,.,8.0%,2.5%
O=S(=O)(Nc1ccc(-n2cnnn2)cc1)c1ccc(F)c(F)c1F,-0.1%,-0.6%,i,-1.1%,-11.9%,-0.8%,15.5%,-0.1%,-1.4%
O=C1C=C(c2ccccc2)CC(c2ccc(F)cc2)C1 (configuration not stated),-13.3%,-1.6%,i,4.3%,4.9%,0.9%,2.3%,-23.7%,-3.2%
Cc1c(C)n(C(=O)CSc2nc3ccccc3[nH]2)c2ccccc12,-5.2%,2.7%,i,2.7%,-5.2%,-1.7%,-14.0%,-10.8%,-4.8%
O=C(O)C1C2CCC(O2)C1C(=O)Nc1cccc(Cl)c1 (configuration not stated),2.4%,0.6%[9.22 µM],?,-0.4%,-11.3%,11.8%,-12.1%,-1.4%,-7.4%

# Entries of single compounds, looked up by structure. Order of values: TGFb SMAD3 inh | Nrf2 activator | S2 tox | HepG2 viability | MCF10A rereplic | Nrf2 block | ATXN2 expr inh | EPAC2 antag | A549 viability
# COc1cc(NC(=S)NCCCN(C)C)c(OC)cc1NC(=O)c1ccco1 is listed as 3.1% | 0.1% | i | 18.0% | -8.2% | 5.6% | 3.3% | 10.0% | 7.5%
# CCOC(=O)C1=C(O)CSC1=Nc1ccc(C)cc1 is listed as -0.7% | -0.1% | i | -1.2% | -7.4% | -4.1% | 9.1% | 3.7% | -10.8%
# COc1cc(C(=O)NC(CCSC)C(=O)OCC(=O)NC(=O)C2CCCCC2)cc(OC)c1OC (configuration not stated) is listed as 15.8% | -1.0% | ? | -0.2% | -3.0% | ? | . | -8.3% | 8.9%

# Assay outcomes deposited in PubChem by National Center for Advancing Translational Sciences (NCATS).

# This is a subset. The share of hits here may be higher or lower than overall.
